High-throughput results from PubChem BioAssay.
CCT chaperon mod: changes cytosolic chaperonin activity | purified chaperonin ATPase assay, HTRF ADP detection, 30 min | activity change, % (test concentration not listed), hits read low | 360,000 compounds, 0.3% hits | AID 651819; in the data active = activity change below about -30%; also: % is scaled to controls: 0 for no effect and ±100 for the full control effect
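ATPase activity: ADP formed was measured by HTRF Transcreener (665/615 nm ratio) after 30 min at 37 deg C with 10 uM ATP. Compounds screened at one 76 uM concentration against 40 or 20 nM TRiC in Tris pH 7.4/KCl/MgCl2/DTT buffer.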
Akt phos inh: blocks phosphorylation of Akt; Neuro2A IGF-stimulated pAkt S473 HTRF, 20 min; hits give low values; activity change, % for hits at 50 µM; 360,000 compounds, 0.32% hits; AID 651550; in the data active = activity change below about -80%; inconclusive = mostly about -51% to -80%; also: % is scaled to controls: 0 for no effect and ±100 for the full control effect
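Neuro2A cells (4,500/well, DMEM with 0.5% FBS) were treated with compound at a single 50 µM final concentration, stimulated with 6 nM IGF for 20 min at 37 °C, and lysed. Phospho-Akt Ser473 was read by HTRF as 665/615 ratio ×10^4.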
TGFb inhibitor: TGF-b pathway inhibition | Potency, µM (titrated, usually from 46.1 µM), for the others: at the highest dose activity, negative = inhibition, usual class: inhibitors | 410,000 compounds, 1.2% hits | HepG2 CAGA-GFP TGF-b/SMAD3 reporter, GFP fluorescence, 18 h; TGF-beta stimulated, 500 pg/mL final; also: potency is read from the fitted curve at half-maximal effect; % is scaled to controls: 0 for no effect and ±100 for the full control effect; nearly all actives have a fitted effect of over 65% in size
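Per well, imaged GFP fluorescence of HEPG2 CAGA-GFP cells gives the signal; cells get compound, then TGF-beta (500 pg/mL final), 18 h at 37 degrees C; %Activity versus -TGF-beta and +DMSO controls.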
HepG2 tox: kills HepG2 cells in TGF-b inhibitor counter-screen | HepG2 CAGA-GFP viability, ATP luminescence, 18 h | Potency, µM (highest dose often 46.1 µM), for inactives: at the highest dose activity change, negative = cytotoxicity, most hits filed as cytotoxic | 410,000 compounds, 0.76% hits | AID 588856; also: potency is read from the fitted curve at half-maximal effect; some results filed as inactive show a strong effect at the top dose
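CellTiter-Glo luminescence gave cytotoxicity after 18 hours at 37 degrees C. The cells were HepG2 CAGA-GFP in 1% FBS DMEM, stimulated with 500 pg/mL TGF-beta after compound addition. %Activity was normalised to no-cell wells (complete cell-killing) and DMSO (no toxicity), and curves were fitted and classified.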
Nrf2 block: Nrf2 pathway inhibition; A549 ARE-Fluc reporter, luciferase luminescence, 18-24 h; Potency, µM (titrated, usually from 46 µM), inactives show top-dose activity change, negative = inhibition, hits mostly inhibitors; 360,000 compounds, 2.1% hits; also: potency is read from the fitted curve at half-maximal effect; % is scaled to controls: 0 for no effect and ±100 for the full control effect; nearly all actives have a fitted effect of over 60% in size
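Reporter: ARE-Fluc in A549. Exposure: 18-24 h, 37 °C, 5% CO2, 5% FBS OPTI-MEM. Readouts: fluorescent cytotoxicity (CellTiter-Fluor), then luminescent Nrf2 signal after BugLite.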
Nrf2 ARE act: activates Nrf2 signaling | AREc32 ARE-luciferase reporter (MCF7-derived line), luminescence, 24 h | Potency, µM (highest dose often 46.1 µM), inactives show top-dose activation, usual class: activators | 410,000 compounds, 0.31% hits; also: potency is read from the fitted curve at half-maximal effect; % of control where 0% means no effect; nearly all actives have a fitted effect of over 65% in size
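AREc32 cells carrying an ARE-driven firefly luciferase, 1000 cells/well in OPTI-MEM with 5% FBS, dosed after overnight attachment and incubated 24 hr at 37 deg C. Steady-Glo luminescence read after 30 min at RT.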
A549 viability: kills or reduces viability of A549 cells in Nrf2 counter-screen | Potency, µM (doses to about 46 µM), inactives show at the highest dose activity change, negative = cytotoxicity, hits mostly inhibitors | 390,000 compounds, 0.16% hits | A549 ARE-Fluc cells, CellTiter-Fluor viability, 18-24 h | AID 504648; also: potency is read from the fitted curve at half-maximal effect; % is scaled to controls: 0 for no effect and ±100 for the full control effect
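A549 ARE_Fluc cells in 5% FBS OPTI-MEM were exposed to compounds in concentration-response for 18-24 h at 37 deg C. Viability was read by CellTiter-Fluor fluorescence (Ex 405/Em 525) after 30 min, before the luciferase read.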
S2 tox: viability counter-screen for ATXN expression inhibitors; S2 cells (HEK-293 line with an ATXN2-luciferase reporter) viability, CellTiter-Fluor protease fluorescence, 24 h; Potency, µM (doses to about 56.7 µM), usual class: cytotoxic; 400,000 compounds, 0.49% hits; also: potency is read from the fitted curve at half-maximal effect; nearly all actives have a fitted effect of over 40% in size
Mm-Cpn inhibitor: M. maripaludis TRiC chaperonin inhibition; purified Mm-Cpn ATPase, ADP Transcreener TR-FRET; AID 504842; Potency, µM (series often up to 76.9 µM), for the others: top-dose activity, negative = inhibition, hits mostly inhibitors; 330,000 compounds, 0.031% hits; also: potency is read from the fitted curve at half-maximal effect; % is scaled to controls: 0 for no effect and ±100 for the full control effect; nearly all actives have a fitted effect of over 80% in size
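25 nM Mm-CPN + cpd, 10 min 37°C; + 10 uM ATP, 30 min 37°C; buffer 30 mM Tris pH 7.4, 100 mM KCl, 5 mM MgCl2, 1 mM DTT; Transcreener ADP HTRF detection 30 min RT.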
An asterisk follows results filed as active; & = joins results of further samples. Unless noted, calls follow the shape of the dose curve; as a rule, active = well fitted curve in the direction sought with a large enough effect; inconclusive = small, poorly fitted or top-dose-only effect, or another doubt; inactive = no such curve, though single readings can be large; an effect the other way counts as inactive or inconclusive.

How did N/C(Cc1cccc2ccccc12)=N\OC(=O)c1ccccc1F do in these assays?
CCT chaperon mod: -4.2; Akt phos inh: inactive; TGFb inhibitor: 0%; HepG2 tox: -14%; Nrf2 block: 16%; Nrf2 ARE act: 2.5%; A549 viability: 17%; S2 tox: inactive; Mm-Cpn inhibitor: -3%

How did C1=CC2CC1CC2CN1CCN(Cc2ccccc2)CC1 (configuration not stated) do in these assays?
CCT chaperon mod: -3.2; Akt phos inh: inactive; TGFb inhibitor: -8%; HepG2 tox: -5%; Nrf2 block: 7%; Nrf2 ARE act: 0.1%; A549 viability: 1%; S2 tox: inactive; Mm-Cpn inhibitor: -4%

What do the screens show for `Cc1ccc(C(NC(=O)c2cccc(S(=O)(=O)N3CCN(C)CC3)c2)c2ccccc2)cc1` (configuration not stated)?
CCT chaperon mod: -3.0; Akt phos inh: inactive; TGFb inhibitor: 2%; HepG2 tox: -1%; Nrf2 block: 1%; Nrf2 ARE act: 3.2%; A549 viability: -1%; S2 tox: inactive; Mm-Cpn inhibitor: 2%

Results for CCOc1cccc(/C=C(/C#N)c2nc3ccccc3[nH]2)c1OCC(=O)O ?
CCT chaperon mod: 0.2; Akt phos inh: inactive; TGFb inhibitor: -30%; HepG2 tox: -13%; Nrf2 block: 12%; Nrf2 ARE act: 0.2%; A549 viability: -2%; S2 tox: inactive; Mm-Cpn inhibitor: 0%

How did CC(C)c1ccc2occ(-c3nn[nH]n3)c(=O)c2c1 do in these assays?
CCT chaperon mod: 0.1; Akt phos inh: inactive; TGFb inhibitor: 0%; HepG2 tox: 10%; Nrf2 block: -3%; Nrf2 ARE act: 0.1%; A549 viability: 3%; S2 tox: inactive; Mm-Cpn inhibitor: 2%

What do the screens show for `COC(=O)[C@@H](NC(=O)c1ccc(OC2CCN(Cc3ccccn3)CC2)cc1)C(C)C`?
CCT chaperon mod: -1.8; Akt phos inh: inactive; TGFb inhibitor: -15%; HepG2 tox: -27%; Nrf2 block: -1%; Nrf2 ARE act: -0.7%; A549 viability: 2%; S2 tox: inactive; Mm-Cpn inhibitor: 1%

What do the screens show for `CCN(CC(=O)NC1CCCCC1)S(=O)(=O)c1ccc(Cl)cc1`?
CCT chaperon mod: 0.9; Akt phos inh: inactive; TGFb inhibitor: 15%; HepG2 tox: 10%; Nrf2 ARE act: -0.7%; A549 viability: 2%; S2 tox: inactive; Mm-Cpn inhibitor: 1%

Results for CCOc1ccc(/C=C2/SC(=S)N(n3c(C)ccc3C)C2=O)cc1 ?
CCT chaperon mod: -1.0; Akt phos inh: inconclusive; TGFb inhibitor: -1%; HepG2 tox: -24%; Nrf2 block: -12%; Nrf2 ARE act: 0.0%; A549 viability: inconclusive; S2 tox: inactive; Mm-Cpn inhibitor: -1%

How did N#CCCN(Cc1ccccc1)C(CCc1ccccc1)C(=O)NC1CCCCC1 (configuration not stated) do in these assays?
CCT chaperon mod: 1.6; Akt phos inh: inactive; TGFb inhibitor: 13µM*; HepG2 tox: -34%; Nrf2 ARE act: 4.5%; S2 tox: inconclusive

What do the screens show for `Cc1ccc(CNc2nc3ccccc3n3cnnc23)cc1`?
CCT chaperon mod: 0.7; Akt phos inh: inactive; TGFb inhibitor: -10%&3%; HepG2 tox: -12%&1%; Nrf2 block: inconclusive; Nrf2 ARE act: 0.4%&0.0%; A549 viability: 4%&8%; S2 tox: inactive; Mm-Cpn inhibitor: 1%

Results for CCC(=O)c1ccc(N2CCOCC2)c(F)c1 ?
CCT chaperon mod: -3.6; Akt phos inh: inactive; TGFb inhibitor: 2%; HepG2 tox: -9%; Nrf2 block: -3%; Nrf2 ARE act: 2.6%; A549 viability: 0%; S2 tox: inactive

What do the screens show for `Cc1ncsc1C(=O)N1CCCC(C(=O)c2ccc3ccccc3c2)C1` (configuration not stated)?
CCT chaperon mod: -0.9; Akt phos inh: inactive; TGFb inhibitor: -8%; HepG2 tox: 11%; Nrf2 block: 1%; Nrf2 ARE act: 0.5%; A549 viability: 6%; S2 tox: inactive; Mm-Cpn inhibitor: 1%

What do the screens show for `Cc1cc(C)n2nc(C(=O)NCc3ccccc3)cc2n1`?
CCT chaperon mod: 0.0; Akt phos inh: inactive; TGFb inhibitor: 2%; HepG2 tox: 0%; Nrf2 block: 0%; Nrf2 ARE act: -0.2%; A549 viability: 11%; S2 tox: inactive; Mm-Cpn inhibitor: -2%

What do the screens show for `Cc1ccc(NC(=O)COC(=O)c2ccc(S(=O)(=O)NCc3ccco3)cc2)cc1`?
CCT chaperon mod: -1.6; Akt phos inh: inactive; TGFb inhibitor: -7%; HepG2 tox: -16%; Nrf2 block: -9%; Nrf2 ARE act: -0.4%; A549 viability: -1%; S2 tox: inactive; Mm-Cpn inhibitor: -2%

What do the screens show for `CC(C)c1ccccc1NC(=O)CN(c1ccccc1)S(=O)(=O)N(C)C`?
TGFb inhibitor: -1%; HepG2 tox: -2%; Nrf2 block: 11%; Nrf2 ARE act: -0.9%; A549 viability: -3%; S2 tox: inactive

How did O=C(c1ccc(F)cc1)N1CCN=C1c1ccccc1 do in these assays?
CCT chaperon mod: -1.2; Akt phos inh: inactive; TGFb inhibitor: -18%; HepG2 tox: 1%; Nrf2 block: 19%; Nrf2 ARE act: 3.4%; A549 viability: 7%; S2 tox: inactive; Mm-Cpn inhibitor: -1%

Results for C=C(C)c1cccc(C(C)(C)NC(=O)Nc2nnc(C(C)C)s2)c1 ?
CCT chaperon mod: -0.2; Akt phos inh: inactive; TGFb inhibitor: 8.9µM*; HepG2 tox: 8%; Nrf2 block: inconclusive; Nrf2 ARE act: -0.1%; A549 viability: -8%; S2 tox: inconclusive; Mm-Cpn inhibitor: 0%

How did CSc1nnc(C(C)(C)C)c(=O)n1/N=C/c1ccc(C(C)C)cc1 do in these assays?
CCT chaperon mod: -2.8; Akt phos inh: inactive; TGFb inhibitor: -5%; HepG2 tox: 10%; Nrf2 block: inconclusive; Nrf2 ARE act: -0.7%; A549 viability: 0%; S2 tox: inactive; Mm-Cpn inhibitor: 2%

What do the screens show for `CC(C)CC1C(=O)N(Cc2cn(CC3CCCCC3)nn2)CCS(=O)(=O)N1Cc1ccc(-c2ccc(Cl)c(Cl)c2)cc1` (configuration not stated)?
CCT chaperon mod: 0.4; Akt phos inh: inactive; TGFb inhibitor: -28%; HepG2 tox: -19%; Nrf2 ARE act: -2.7%; S2 tox: inconclusive

Results for O=C(COC(=O)c1ccc(Br)o1)Nc1ccc2[nH]c(=O)[nH]c2c1 ?
CCT chaperon mod: 1.4; Akt phos inh: inactive; TGFb inhibitor: -6%; HepG2 tox: -10%; Nrf2 block: -13%; Nrf2 ARE act: -0.1%; A549 viability: 3%; S2 tox: inactive; Mm-Cpn inhibitor: -3%

What do the screens show for `Cn1nnnc1SCCNCc1ccc(OCc2ccccc2Cl)cc1`?
TGFb inhibitor: -25%; HepG2 tox: -38%; Nrf2 block: -21%; Nrf2 ARE act: 6.2%; A549 viability: -3%; S2 tox: inactive

Results for CCN(CC)S(=O)(=O)c1ccc(O)c(NC(=O)c2ccc(N3CCOCC3)c([N+](=O)[O-])c2)c1 ?
CCT chaperon mod: -0.7; Akt phos inh: inactive; TGFb inhibitor: -1%; HepG2 tox: -18%; Nrf2 block: 2%; Nrf2 ARE act: 0.5%; A549 viability: -1%; S2 tox: inactive; Mm-Cpn inhibitor: -2%

How did CCOC(=O)/C(C#N)=C/c1cc2cc(C)c(C)cc2nc1Cl do in these assays?
CCT chaperon mod: -0.2; Akt phos inh: inactive; TGFb inhibitor: -11%; HepG2 tox: -5%; Nrf2 block: -1%; Nrf2 ARE act: 1.2%; A549 viability: -4%; S2 tox: inactive; Mm-Cpn inhibitor: -2%

Results for N/C(=N\OC(=O)Cc1ccccc1[N+](=O)[O-])c1ccccn1 ?
CCT chaperon mod: -1.0; Akt phos inh: inactive; TGFb inhibitor: 0%; HepG2 tox: 12%; Nrf2 block: inconclusive; Nrf2 ARE act: 3.7%; A549 viability: 0%; S2 tox: inactive; Mm-Cpn inhibitor: 0%

What do the screens show for `CCC(C)CCCCCCCCCCC(=O)O` (configuration not stated)?
CCT chaperon mod: 2.1; Akt phos inh: inactive; TGFb inhibitor: -5%; HepG2 tox: -4%; Nrf2 block: -11%; Nrf2 ARE act: -0.8%; A549 viability: 12%; S2 tox: inactive

Results for COc1ccccc1OCC(=O)Nc1ccccn1 ?
CCT chaperon mod: -1.5; Akt phos inh: inactive; TGFb inhibitor: -11%; HepG2 tox: -23%; Nrf2 block: inconclusive; Nrf2 ARE act: 4.2%; S2 tox: inactive; Mm-Cpn inhibitor: 0%

Results for Clc1ccccc1Nc1nc(NCC2CC2)nc2ccsc12 ?
CCT chaperon mod: -1.5; Akt phos inh: inactive; TGFb inhibitor: -7%; HepG2 tox: -22%; Nrf2 ARE act: 3.5%; S2 tox: inactive

Results for Cc1ccc(OCC(O)CNCc2ccccc2)cc1C (configuration not stated) ?
CCT chaperon mod: -2.5; Akt phos inh: inactive; TGFb inhibitor: -10%; HepG2 tox: -33%; Nrf2 block: 2%; Nrf2 ARE act: -0.3%; A549 viability: 17%; S2 tox: inactive; Mm-Cpn inhibitor: -2%
